TDP1 cell CPT: growth inhibition of DT40 Tdp1-/-;hTDP1 cells with camptothecin (screen for TDP1 inhibitors) | chicken DT40 Tdp1-/-;hTDP1 cells + 20 nM CPT, ATP luminescence, 48 h | Potency, µM (series often up to 46.2 µM), inactives show at the top dose activity change, negative = growth inhibition, actives largely listed as inhibitors | actives 12% (n = 420,000); also: nearly all actives have a fitted effect of over 55% in size
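Cell growth measured by CellTiter-Glo luminescence after a minimum 48 h, 37 C compound exposure with 20 nM CPT in Tdp1-knockout DT40 cells stably expressing hTDP1, seeded 400/well; qHTS titration format.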
N370S GC: inhibitors or activators of N370S glucocerebrosidase for Gaucher disease. P04062. N370S GC spleen homogenate, 4MU-glucoside fluorescence. actives 0.092% (n = 330,000). Potency, µM (series often up to 59.4 µM), without a hit: at the highest dose activity change, negative = inhibition, usual class: inhibitors;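 also: 0% = full enzyme activity and -100% = no enzyme basal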
FEN1 inh: human FEN1 inhibition. actives 0.35% (n = 390,000). Potency, µM (series often up to 114 µM), for inactives: at the top dose activity change, negative = inhibition, most hits filed as inhibitors. Recombinant FEN1 flap cleavage, fluorescence, 15 min. P39748; also: nearly all actives have a fitted effect of over 65% in size
Target sequence (P39748 whole entry, looked up): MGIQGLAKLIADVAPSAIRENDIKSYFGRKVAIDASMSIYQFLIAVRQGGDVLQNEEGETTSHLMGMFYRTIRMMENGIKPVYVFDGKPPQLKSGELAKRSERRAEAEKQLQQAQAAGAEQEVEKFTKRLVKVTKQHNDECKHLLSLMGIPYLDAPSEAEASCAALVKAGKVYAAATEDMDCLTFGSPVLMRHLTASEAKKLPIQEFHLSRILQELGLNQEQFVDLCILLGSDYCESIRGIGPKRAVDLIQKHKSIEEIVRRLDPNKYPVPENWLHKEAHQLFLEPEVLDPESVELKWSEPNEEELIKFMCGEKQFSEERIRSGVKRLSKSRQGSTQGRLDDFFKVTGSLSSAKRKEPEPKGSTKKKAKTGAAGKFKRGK
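Reaction started by adding substrate (50 nM final) to 10 nM enzyme after 15 min room-temperature compound preincubation. Reads at 0 and 15 min, with data normalized and fitted to a four-parameter Hill equation.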
Starred values were filed as active, the others as inactive; & = joins results of further samples; [ ] = dose if it differs, or a comment. Calls follow the shape of the dose curve; as a rule, active = well fitted curve in the direction sought with a large enough effect; inconclusive = small, poorly fitted or top-dose-only effect, or another doubt; inactive = no such curve, though single readings can be large; an effect the other way counts as inactive or inconclusive. Unless noted, % is scaled to controls: 0 for no effect and ±100 for the full control effect; potency is read from the fitted curve at half-maximal effect.

For CCCSc1ccc([C@@H]2[C@@H]3C(=O)N(CC)C(=O)[C@@H]3[C@]3(C(=O)OC)CCCCN23)cc1 the results were TDP1 cell CPT 18µM* and FEN1 inh -8%.
CC(=O)OC1CC[C@]2(C)C(=CCC3C4CCC(C(C)CCCC(C)C)[C@]4(C)CCC32)C1 (some centres not stated) was read as TDP1 cell CPT -6% and N370S GC 1%.
`COc1ccc(-n2c(C(C)(C)C)csc2=Nc2c(C)n(C)n(-c3ccccc3)c2=O)cc1` gave TDP1 cell CPT -3%, N370S GC 28% and FEN1 inh -6%.
For ClC1(Cl)CC1CSc1nc2ccccc2[nH]1 (configuration not stated) the results were TDP1 cell CPT -5%, N370S GC -7% and FEN1 inh -13%.
CCOC(=O)N1CCN(C(=O)COC(=O)CSc2cc(C)c(Br)cc2C)CC1 was read as TDP1 cell CPT -32%, N370S GC -1% and FEN1 inh -1%.
Cc1ccc(C(=O)Oc2ccc3c(c2)ncn3C)cc1 was read as TDP1 cell CPT -1%, N370S GC 11% and FEN1 inh -8%.
Screening CC(=O)c1sc(NC(=O)CCS(=O)(=O)c2ccccc2)nc1C returned TDP1 cell CPT 5.2µM*, N370S GC -13% and FEN1 inh 13%.
Screening Nc1nc(-c2ccc(Br)s2)c(Br)s1 returned TDP1 cell CPT 4%, N370S GC 0% and FEN1 inh -18%.
Screening CCOc1c2ccc(C(=O)NCc3cc(C(F)(F)F)cc(C(F)(F)F)c3)cc2nn1C returned TDP1 cell CPT -18%, N370S GC 3% and FEN1 inh -1%.
For CC(C)N(C(=O)CSc1nn2c(=O)c(C(C)(C)C)nnc2s1)c1ccccc1 the results were TDP1 cell CPT 21µM*, N370S GC -10% and FEN1 inh 32%.
CC(=O)Nc1ccc(Oc2ccc(S(=O)(=O)N3CCCC3)cn2)cc1 was read as TDP1 cell CPT 0% and FEN1 inh 23%.
Cc1nnc(SCc2nnc(-c3ccccc3Br)o2)s1 was read as TDP1 cell CPT 18%, N370S GC -2% and FEN1 inh 5%.
`O=C(NN1C(=O)C2C3C=CC(C3)[C@H]2C1=O)c1cccnc1` (some centres not stated) gave TDP1 cell CPT -29%, N370S GC 1% and FEN1 inh -6%.
`Cc1ccc(CNC(=O)COC(=O)c2ccccc2OCC(=O)Nc2ccc(Br)cc2)cc1` gave TDP1 cell CPT -29% and FEN1 inh 2%.
Screening COCCN(CC1CCCN(C2Cc3ccccc3C2)C1)C(=O)c1cccs1 (configuration not stated) returned TDP1 cell CPT -12%, N370S GC 3% and FEN1 inh 7%.
`CCc1cccc(C)c1NC(=O)C1CC(=O)N(C2CCCC2)C1` (configuration not stated) gave TDP1 cell CPT -17% and FEN1 inh 1%.
Screening Cc1nc2nc(CCNS(=O)(=O)c3ccc(Cl)cc3)cn2nc1C returned TDP1 cell CPT -3%, N370S GC -7% and FEN1 inh 6%.
`CCc1c(O)nc(SCC(=O)NC(C)(C)C)n(-c2ccccc2)c1=O` gave TDP1 cell CPT -11%, N370S GC 1%[12.8 µM] and FEN1 inh 2%.
`Cc1cc(C)c(NC(=O)C(C)OC(=O)c2cc(Br)c(Br)s2)c(C)c1` (configuration not stated) gave TDP1 cell CPT inconclusive, N370S GC 5% and FEN1 inh -1%.
For O=C(Cn1c(=O)oc2cc(S(=O)(=O)NCc3ccccc3)ccc21)Nc1cccc(F)c1 the results were TDP1 cell CPT inconclusive and FEN1 inh -10%.
Screening Cc1[nH]c2ccccc2c1/C=C(\C#N)C(=O)NC(C)c1ccccc1 (configuration not stated) returned TDP1 cell CPT -18%, N370S GC -21% and FEN1 inh inconclusive.
Screening Cc1ccc2cc(CN(C(=O)c3ccco3)c3ccccc3)c(=O)[nH]c2c1 returned TDP1 cell CPT inconclusive, N370S GC inconclusive and FEN1 inh 7%.
COc1ccccc1C/C(N)=N/OC(=O)c1cccc([N+](=O)[O-])c1 was read as TDP1 cell CPT inconclusive, N370S GC 10% and FEN1 inh 7%.
`CCCCN(C(=O)c1cc(S(=O)(=O)N2CCOCC2)ccc1F)c1c(N)n(CCCC)c(=O)[nH]c1=O` gave TDP1 cell CPT 7% and FEN1 inh 1%.
CCOC(=O)C(=CNc1ccc(-c2ccco2)c(Cl)c1)C(=O)OCC was read as TDP1 cell CPT 21µM*, N370S GC 8% and FEN1 inh -4%.
CCn1ccnc1CC1COc2ccccc2O1 (configuration not stated) was read as TDP1 cell CPT 2%&6%, N370S GC -6%&-1%&-1% and FEN1 inh -7%.
Screening O=C(COC(=O)CCc1c[nH]c2ccccc12)NC(c1ccccc1)c1ccccc1 returned TDP1 cell CPT -22%, N370S GC 7% and FEN1 inh -13%.
Screening O=C(NCC1CCCO1)c1cc(-c2ccc(Cl)cc2Cl)on1 (configuration not stated) returned TDP1 cell CPT inconclusive, N370S GC 24% and FEN1 inh 1%.
Screening Cc1c(Cl)cccc1NC(=O)Cn1cc(C(=O)c2cccs2)c2ccccc21 returned TDP1 cell CPT inconclusive and FEN1 inh -17%.
`Cc1ccc(-c2nn3c(C)nnc3s2)cc1NC(=O)c1ccc(-c2ccc(Cl)cc2Cl)o1` gave TDP1 cell CPT 7.3µM*, N370S GC -7% and FEN1 inh 56µM*.
`CCC(C)NC(=O)Cc1ccc(-c2ccccc2)cc1` (configuration not stated) gave TDP1 cell CPT inconclusive, N370S GC 10% and FEN1 inh -2%.
`O=C(Nc1ccc2cn[nH]c2c1)c1ccc(S(=O)(=O)N2CCOCC2)cc1` gave TDP1 cell CPT 1%, N370S GC -7% and FEN1 inh -1%.
For Cc1ccc(C)c(N(CC(=O)N(C)C)S(C)(=O)=O)c1 the results were TDP1 cell CPT 1%, N370S GC 2% and FEN1 inh -9%.
Screening CCS(=O)(=O)N1CC(=O)N(c2ccccc2C)C(C)(C(=O)NC2CCCCC2)C1 (configuration not stated) returned TDP1 cell CPT -2% and FEN1 inh -4%.
Screening CC(Sc1nnc(-c2ccncc2)n1C)C(=O)Nc1ccc(N2CCOCC2)cc1 (configuration not stated) returned TDP1 cell CPT 0% and FEN1 inh 17%.
`COc1ccc(NC2=Nc3cccc4cccc2c34)cc1` gave TDP1 cell CPT inconclusive, N370S GC inconclusive and FEN1 inh -15%.
For CC(C)(C)c1ccc(OCCC(=O)Nc2cccc(S(=O)(=O)N3CCCC3)c2)cc1 the results were TDP1 cell CPT inconclusive, N370S GC 10% and FEN1 inh -20%.
For O=C(CN1C(=O)CCn2nc(-c3ccccc3)cc21)NCc1ccc(Cl)cc1 the results were TDP1 cell CPT 2% and FEN1 inh 8%.
O=C(CN1C(=O)NC2(CCc3ccccc32)C1=O)c1ccc(F)c(F)c1 (configuration not stated) was read as TDP1 cell CPT -16%, N370S GC -5% and FEN1 inh -2%.
For CN1CCN(Cc2c(O)c(Cl)cc3c(-c4ccccc4)cc(=O)oc23)CC1 the results were TDP1 cell CPT 3%, N370S GC 1% and FEN1 inh 5%.
`CCn1cc(/C=C/C(=O)Nc2ccn(Cc3c(F)c(F)c(F)c(F)c3F)n2)cn1` gave TDP1 cell CPT inconclusive, N370S GC 5% and FEN1 inh 11%.
For Cc1cc(C)cc(OC(=O)COc2ccccc2C)c1 the results were TDP1 cell CPT 20%, N370S GC -7% and FEN1 inh -11%.
CC(C)(C)NC(=O)C(c1ccncc1)N(C(=O)Cn1nnc(-c2ccc(F)cc2)n1)c1ccccc1F (configuration not stated) was read as TDP1 cell CPT -11%, N370S GC 6% and FEN1 inh -6%.
Screening CCC(C(=O)N1CCc2cc(OC)c(OC)cc2C1)c1ccccc1 (configuration not stated) returned TDP1 cell CPT -33%, N370S GC 6% and FEN1 inh 9%.
O=C(Nc1ccccc1C(=O)N/N=C/c1ccncc1)c1ccccc1 was read as TDP1 cell CPT inconclusive, N370S GC -5% and FEN1 inh 15%.
`COC(=O)c1ccc(N(CC(=O)NC2CCCC2)C(=O)CNC(=O)c2cccs2)cc1` gave TDP1 cell CPT 0%, N370S GC -4% and FEN1 inh 4%.
CC1CCN(c2c(NCc3ccc(C(=O)N4CCc5ccccc54)cc3)c(=O)c2=O)CC1 was read as TDP1 cell CPT 5.2µM*, N370S GC -1% and FEN1 inh -17%.
COc1cc(C=O)ccc1OC(=O)Nc1ccccc1 was read as TDP1 cell CPT -4% and FEN1 inh 4%.
Screening Cn1c(CN2CCOCC2)nnc1SCC(N)=O returned TDP1 cell CPT -6%, N370S GC 5% and FEN1 inh 2%.
`Cc1ccc(NS(=O)(=O)c2c(C(=O)N3CCCCCC3)c(C)n(C)c2C)c(Cl)c1` gave TDP1 cell CPT inconclusive, N370S GC -7% and FEN1 inh -4%.
`O=C(CCCN1C(=O)/C(=C/c2ccccc2Cl)SC1=S)NNC(=O)c1ccccc1Cl` gave TDP1 cell CPT inconclusive, N370S GC -4% and FEN1 inh 31%[activator].
For COn1c(=O)c(=O)n(OC)c2ccccc21 the results were TDP1 cell CPT 0%, N370S GC 2% and FEN1 inh 0%.
`CCOc1ccc2nc(NS(C)(=O)=O)sc2c1` gave TDP1 cell CPT -13%, N370S GC 19% and FEN1 inh 8%.
Screening COc1ccccc1/C=C/c1nc(S(=O)(=O)c2ccccc2)c(NCCN(C)C)o1 returned TDP1 cell CPT inconclusive, N370S GC inconclusive and FEN1 inh -1%.
For CCc1ccc(CNC(=O)CCc2nnc(CCc3ccc(OC)cc3)o2)nc1 the results were TDP1 cell CPT -14%, N370S GC 6% and FEN1 inh -2%.
Screening CCCCN(C(=S)Nc1ccccc1)C1CCS(=O)(=O)C1 (configuration not stated) returned TDP1 cell CPT -19%, N370S GC 6% and FEN1 inh 38%[activator].
Screening O=C(CN1CCCCC1CO)c1ccc(OC(F)F)cc1 (configuration not stated) returned TDP1 cell CPT -2%, N370S GC -6% and FEN1 inh 18%.
`COc1cccc(C(=O)COC(=O)C2CC3CCCC(C2)C3=O)c1` (configuration not stated) gave TDP1 cell CPT -2%, N370S GC -18% and FEN1 inh -28%.
Screening O=C(CSc1ncnc2scc(-c3ccccc3)c12)N1CCN(Cc2ccc3c(c2)OCO3)CC1 returned TDP1 cell CPT inconclusive, N370S GC inconclusive and FEN1 inh 0%.
`Cc1cc(C)c(NC(=O)CN(C)S(=O)(=O)c2ccc3c(c2)CCC(=O)N3)c(C)c1` gave TDP1 cell CPT -13% and FEN1 inh -4%.

In the list so far, these have a furan ring, fused or not:
Screening Cc1ccc2cc(CN(C(=O)c3ccco3)c3ccccc3)c(=O)[nH]c2c1 returned TDP1 cell CPT inconclusive, N370S GC inconclusive and FEN1 inh 7%.
CCOC(=O)C(=CNc1ccc(-c2ccco2)c(Cl)c1)C(=O)OCC was read as TDP1 cell CPT 21µM*, N370S GC 8% and FEN1 inh -4%.
`Cc1ccc(-c2nn3c(C)nnc3s2)cc1NC(=O)c1ccc(-c2ccc(Cl)cc2Cl)o1` gave TDP1 cell CPT 7.3µM*, N370S GC -7% and FEN1 inh 56µM*.

Following part:
CCN(c1ccccc1)S(=O)(=O)c1ccc(Cl)c(NC(=O)COC(=O)C2CC2C)c1 (configuration not stated) was read as TDP1 cell CPT 6%, N370S GC -6% and FEN1 inh -14%.
Screening COC(=O)CCC/C=C1/SCC(NC(=O)c2ccccc2)C1O (configuration not stated) returned TDP1 cell CPT -6%, N370S GC 11% and FEN1 inh 2%.
For Cc1ccc2nsnc2c1S(=O)(=O)NCc1ccncc1 the results were TDP1 cell CPT inconclusive, N370S GC -25% and FEN1 inh 1%.
O=c1c2ccccc2n(Cc2cccc(F)c2)c(=O)n1C1CCCC1 was read as TDP1 cell CPT inconclusive, N370S GC 16% and FEN1 inh -7%.
`CCCCc1cc(=O)oc2cc(C)cc(OCC(=O)N3CCC(C(=O)O)(c4ccccc4)CC3)c12` gave TDP1 cell CPT 3%, N370S GC -2% and FEN1 inh -3%.
`CCOc1ccc(NC(=O)COc2ccc(C(=O)NCC3CCCO3)cc2OC)cc1` (configuration not stated) gave TDP1 cell CPT -4% and FEN1 inh -3%.
For COc1cccc(C(=O)Nc2cccc(C(=O)OCc3cc(=O)n4c5c(sc4n3)CCCC5)c2)c1 the results were TDP1 cell CPT inconclusive and FEN1 inh -5%.
For O=C(Cn1c(-c2ccccc2)noc1=O)N1CCC(Cc2ccccc2)CC1 the results were TDP1 cell CPT inconclusive, N370S GC 5% and FEN1 inh -14%.

Filtered by structure: those above containing bromine.
CCOC(=O)N1CCN(C(=O)COC(=O)CSc2cc(C)c(Br)cc2C)CC1 was read as TDP1 cell CPT -32%, N370S GC -1% and FEN1 inh -1%.
Screening Nc1nc(-c2ccc(Br)s2)c(Br)s1 returned TDP1 cell CPT 4%, N370S GC 0% and FEN1 inh -18%.
Cc1nnc(SCc2nnc(-c3ccccc3Br)o2)s1 was read as TDP1 cell CPT 18%, N370S GC -2% and FEN1 inh 5%.
`Cc1ccc(CNC(=O)COC(=O)c2ccccc2OCC(=O)Nc2ccc(Br)cc2)cc1` gave TDP1 cell CPT -29% and FEN1 inh 2%.
`Cc1cc(C)c(NC(=O)C(C)OC(=O)c2cc(Br)c(Br)s2)c(C)c1` (configuration not stated) gave TDP1 cell CPT inconclusive, N370S GC 5% and FEN1 inh -1%.

High-throughput results as filed in PubChem.

This is a subset, so the mix of outcomes need not match the whole.
